Bioassay records as filed in PubChem.
NOD1 inhibition: inhibition of NOD1-driven NF-kB reporter – cell-based, luminescence, uHTS, primary screen (AID 1578) | inhibition, % at 4 µM; hits with a dose series show EC50 in µM | 1% of 290,000 active | NOD1-driven NF-kB luciferase reporter cells, luminescence; higher % means a stronger effect; in the data active = inhibition mostly above about 36%, no sharp cut-off; inactive = mostly below about 34%;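 also: HEK-293T reporter cells stimulated with the NOD1 agonist gamma-tri-DAP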
MgcRacGAP inhibition: MgcRacGAP GTPase-activating activity inhibitors, confirmation, biochemical, ADP Hunter fluorescence. inhibition, % at 30 µM, or IC50 in µM where a hit was titrated. AID 624330. 0.6% of 340,000 active. MgcRacGAP-stimulated Rac1 GTP hydrolysis, ADP Hunter fluorescence; higher % means a stronger effect; GST-tagged Rac1 F28L mutant substrate;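 active = first-screen hits whose inhibition reached a set limit at any dose in the follow-up dose series; inconclusive = inhibition above the set first-screen limit but never retested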;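 also: fluorescence reports GDP produced by GAP-driven GTP hydrolysis; strong numbers were not always called active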
NOD2 inhibition: NOD2 signaling inhibitors, cell-based, luminescence, uHTS, HEK293 (AID 1566) | HEK293 NOD2/NF-kB luciferase reporter, luminescence; higher % means a stronger effect | 0.63% of 290,000 active | inhibition, % at 4 µM, or EC50 in µM where a hit was titrated; also: many of its hits are not listed in these tables
GPR55 activation: selective activators of receptor GPR55 – imaging, U2OS cells, beta-arrestin-GFP redistribution, primary screen (AID 1961); U2OS GPR55 beta-arrestin-GFP redistribution imaging; higher % means a stronger effect; activation, % at 10 µM, or EC50 in µM where a hit was titrated; 0.048% of 290,000 active;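 active = activation above 40% with more than 50 cells counted in the well; inconclusive = wells holding fewer than 50 cells, flagged as toxic or sparse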;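 also: U2OS osteosarcoma cells stably expressing GPR55 and beta-arrestin-GFP; plate controls were DMSO negative control for no effect and LPI positive control for full effect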
Large T inhibition: TAg ATPase/helicase activity blockers – biochemical (AID 1903); one-dose inhibition, % at 20 µM; IC50 in µM for titrated hits; 0.39% of 310,000 active; SV40 large T antigen ATPase/helicase inhibition assay; higher % means a stronger effect; in the data active = a potency from the dose series; inconclusive = inhibition mostly from about 32% at the one dose, without a potency; inactive = the rest, 99 in 100 with inhibition below about 32%; also: strong numbers were not always called active
KOR beta-arrestin-1: KOR antagonists, beta-arrestin recruitment, cell-based, luminescence, uHTS (AID 1778); KOR beta-arrestin recruitment, luminescence, antagonist mode; higher % means a stronger effect; 0.091% of 290,000 active; one-dose inhibition, % at 10 µM; IC50 in µM for titrated hits; also: strong numbers were not always called active
KOR beta-arrestin-2: kappa opioid receptor activators – cell-based, luminescence, uHTS, primary screen (AID 1777); activation, % at 10 µM; hits with a dose series show EC50 in µM; KOR beta-arrestin recruitment, luminescence; higher % means a stronger effect; 0.02% of 280,000 active; in the data active = activation above about 50%, passing the limit was not always enough; also: a part of the inactive calls stands beside numbers as strong as those of hits
GPR55 antagonists: GPR55 antagonists blocking LPI-driven arrestin recruitment, primary screen, imaging, U2OS, beta-arrestin-GFP, LPI agonist (AID 2013); U2OS GPR55 beta-arrestin-GFP translocation imaging, LPI antagonism; higher % means a stronger effect; inhibition, % at 10 µM, or IC50 in µM where a hit was titrated; 0.13% of 290,000 active;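 active = spots per cell inhibited over 60%, with over 100 cells counted and total cytoplasm intensity under 500,000; inconclusive = wells with under 100 cells, flagged as likely toxic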;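 also: U2OS cells stably carrying GPR55 and arrestin-GFP stimulated by 5 µM LPI near EC80; imaged beta-arrestin-GFP aggregate spots per cell after agonist stimulation; plate controls were LPI-stimulated DMSO wells for no effect and DMSO wells without LPI for full effect; some results filed as inactive read as strong as hits; confirmed hits need IC50 under 10 µM and bright autofluorescent wells are also inconclusive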
HIV peptide binding: cell-free HIV fusion peptide-binding blockers – biochemical, uHTS, fluorescence dequenching, primary screen (AID 1986). cell-free peptide binding, fluorescence dequenching, 30 min; higher % means a stronger effect. inhibition, % at 20 µM; hits with a dose series show IC50 in µM. 0.3% of 290,000 active; in the data active = inhibition mostly above about 52%, no sharp cut-off; inactive = mostly below about 76%; also: some results filed as inactive read as strong as hits
Active calls of the source: *; u = inconclusive; x = not tested or not shown; [ ] = remark or other dose. Rule as the data show it, unless noted: active = inhibition above about 50%; inactive = the rest. A portion of the library. The share of hits here may be higher or lower than overall.

Sample of the layout, ten compounds:
Results follow in this order: NOD1 inhibition | MgcRacGAP inhibition | NOD2 inhibition | GPR55 activation | Large T inhibition | KOR beta-arrestin-1 | KOR beta-arrestin-2 | GPR55 antagonists | HIV peptide binding
1) O=Cc1coc2c(ccc3ccccc32)c1=O
  -6% | x | -28% | 1.0% | 9µM* | -35% | 0.1% | -3% | 23%
2) CC1(C)CC(=O)C=C(NCC(O)c2ccccc2)C1 (stereo not drawn)
  -18% | 15% | 14% | 0.4% | 6% | -17%[20 µM] | -4.0% | -2% | 1.0%
3) CCNC(=O)CSc1nc2ccccc2c(=O)n1CCCOC(C)C
  -11% | 5% | 5% | -0.2% | 4% | -15% | -5.2% | 6% | 10%
4) COc1ccc(-c2c(C)oc3c(CN4CCOCC4)c(O)ccc3c2=O)cc1
  -10% | 9% | 9% | -0.3% | 10% | 4% | 6.0% | -3% | -0.2%
5) CCc1ccc(N2C(=O)C3C(C2=O)N2CCCN2C3c2ccccc2)cc1 (stereo not drawn)
  -7% | 3% | 14% | -0.2% | 0% | -9% | -2.1% | 5% | 1.7%
6) Cc1cc(=O)[nH]c(SCC(=O)NC(c2ccccc2)c2ccccc2)n1
  -16% | 5% | 14% | -0.2% | 10% | -22% | 0.4% | -8% | -0.2%
7) C=CCNC(=O)CSc1nc2sc3c(c2c(=O)n1CCC)CCC3
  -14% | 5% | 12% | 0.3% | 7% | -14% | -4.4% | 5% | 0.6%
8) Cc1cccc(C(=O)NC(=S)Nc2ccccc2C(=O)O)c1
  -23% | 5% | -16% | -0.3% | 11% | 1% | -2.0% | 6% | -0.2%
9) Cn1cc(CN2CCc3c([nH]c4ccccc34)C2C2CCCCC2)cn1 (stereo not drawn)
  -17% | 9% | 4% | -0.1% | 9% | -25%[20 µM] | x | 1% | -1.5%
10) O=C(c1ccc(Cl)cc1)c1oc2ccccc2c1CS(=O)c1ccc(Cl)cc1 (stereo not drawn)
  8% | 5% | 12% | -0.2% | 2% | -31% | 0.7% | 9% | 5.2%

This part in full, from the first entry:
Results follow in this order: NOD1 inhibition | MgcRacGAP inhibition | NOD2 inhibition | GPR55 activation | Large T inhibition | KOR beta-arrestin-1 | KOR beta-arrestin-2 | GPR55 antagonists | HIV peptide binding
1) O=Cc1coc2c(ccc3ccccc32)c1=O
  -6% | x | -28% | 1.0% | 9µM* | -35% | 0.1% | -3% | 23%
2) CC1(C)CC(=O)C=C(NCC(O)c2ccccc2)C1 (stereo not drawn)
  -18% | 15% | 14% | 0.4% | 6% | -17%[20 µM] | -4.0% | -2% | 1.0%
3) CCNC(=O)CSc1nc2ccccc2c(=O)n1CCCOC(C)C
  -11% | 5% | 5% | -0.2% | 4% | -15% | -5.2% | 6% | 10%
4) COc1ccc(-c2c(C)oc3c(CN4CCOCC4)c(O)ccc3c2=O)cc1
  -10% | 9% | 9% | -0.3% | 10% | 4% | 6.0% | -3% | -0.2%
5) CCc1ccc(N2C(=O)C3C(C2=O)N2CCCN2C3c2ccccc2)cc1 (stereo not drawn)
  -7% | 3% | 14% | -0.2% | 0% | -9% | -2.1% | 5% | 1.7%
6) Cc1cc(=O)[nH]c(SCC(=O)NC(c2ccccc2)c2ccccc2)n1
  -16% | 5% | 14% | -0.2% | 10% | -22% | 0.4% | -8% | -0.2%
7) C=CCNC(=O)CSc1nc2sc3c(c2c(=O)n1CCC)CCC3
  -14% | 5% | 12% | 0.3% | 7% | -14% | -4.4% | 5% | 0.6%
8) Cc1cccc(C(=O)NC(=S)Nc2ccccc2C(=O)O)c1
  -23% | 5% | -16% | -0.3% | 11% | 1% | -2.0% | 6% | -0.2%
9) Cn1cc(CN2CCc3c([nH]c4ccccc34)C2C2CCCCC2)cn1 (stereo not drawn)
  -17% | 9% | 4% | -0.1% | 9% | -25%[20 µM] | x | 1% | -1.5%
10) O=C(c1ccc(Cl)cc1)c1oc2ccccc2c1CS(=O)c1ccc(Cl)cc1 (stereo not drawn)
  8% | 5% | 12% | -0.2% | 2% | -31% | 0.7% | 9% | 5.2%
11) O=C(COc1ccc(Cl)cc1)OCC(=O)N1CCCCCC1
  -12% | 11% | -4% | -0.2% | 12% | 14% | -4.3% | 22% | -2.7%
12) Cc1nn(-c2nc3ccccc3n2Cc2ccccc2)c2c1C(=O)CC(C)(C)C2
  -26% | 10% | 3% | -0.1% | 4% | -30% | 9.9% | 2% | 0.2%
13) CC1(C)Cc2nc3nc(SCC(=O)NCc4ccccc4)n(-c4ccccc4)c(=O)c3cc2CO1
  -33% | x | 15% | -0.1% | 10% | -6% | 1.2% | 13% | -1.8%
14) CCOC(=O)C1CCN(S(=O)(=O)c2cccc(-c3cn4cccnc4n3)c2)CC1
  6% | 10% | 10% | -0.1% | 15% | -10% | 6.8% | -18% | -1.4%
15) Cn1ccnc1C(=O)c1cc(SCC(=O)NCc2ccccc2)nc2ccccc12
  -12% | 7% | -37% | -0.2% | 14% | -9% | -1.4% | -15% | -1.3%

Quoted from the listing.
Entry for #1 in HIV peptide binding: 23%
Entry for #4 in MgcRacGAP inhibition: 9%

(listing goes on)
Results follow in this order: NOD1 inhibition | MgcRacGAP inhibition | NOD2 inhibition | GPR55 activation | Large T inhibition | KOR beta-arrestin-1 | KOR beta-arrestin-2 | GPR55 antagonists | HIV peptide binding
16) CCn1ncc([N+](=O)[O-])c1C(=O)Nc1c(C)nn(Cc2ccc(F)cc2)c1C
  -11% | -6% | 3% | -0.1% | 11% | 4% | -3.3% | 10% | 0.8%
17) CSCCC(N=C(NS(=O)(=O)c1ccccc1)c1ccccc1)C(=O)O (stereo not drawn)
  0% | -9% | 10% | 0.8% | 8% | 12% | 2.1% | 7% | -1.1%
18) COc1ccc(C=Nc2cccc3c(=O)[nH][nH]c(=O)c23)c2ccccc12
  1% | -1% | 21% | -0.1% | 6% | -26% | 1.9% | 5% | -0.3%
19) CSCCC(NC(N)=O)C(=O)Nc1ccc(F)c(Cl)c1 (stereo not drawn)
  -7% | 10% | -8% | 0.4% | 36% | -10% | 3.5% | 4% | 0.6%
20) Cn1c(CN2CCOCC2)nnc1SCC(=O)Nc1cccc(C(F)(F)F)c1
  -20% | 4% | 7% | -0.2% | 7% | 5% | -3.2% | 5% | 1.3%
21) OCC[C@@H]1C[C@H](O)[C@@H](O)[C@]2(CCc3ccccc3CO2)O1
  21% | 4% | 12% | -0.2% | 15% | -34%[20 µM] | 2.2% | -9% | 1.8%
22) CCOC(=O)c1ccc(NC(=O)c2cc(=O)[nH]c3ccccc23)cc1
  -50% | 7% | -11% | -0.2% | 21% | 4% | -5.1% | 6% | -1.3%
23) CCc1ccc2c(c1)C(c1ccncc1)=NNC(c1ccccc1)=N2
  -23% | 3% | -2% | -0.1% | 4% | 2%[20 µM] | -5.0% | 7% | -0.8%
24) CC(=O)N1CCN(c2ccc(NC(=O)c3ccc4c(c3)OCCO4)cc2)CC1
  -12% | 15% | 11% | -0.1% | 20% | 3% | 1.8% | -5% | 1.7%
25) CCCCCOC(=O)Nc1ccc(S(=O)(=O)Nn2cnnc2)cc1
  -13% | 1% | 7% | -0.2% | 6% | -7% | -3.6% | -5% | -2.5%
26) COc1ccc(C(=O)NC(=S)Nc2ccc3c4c(cccc24)CC3)cc1OC
  -29% | 5% | 13% | -0.3% | 7% | -10% | 8.7% | 6% | 4.0%
27) CC(=O)O[C@H]1c2ccccc2-c2ccccc2[C@@H]1OC(C)=O
  2% | 8% | -3% | -0.2% | 8% | 23% | -2.9% | -4% | 1.4%
28) CCCn1c(SCC(=O)c2cc(C)ccc2C)n[nH]c1=O
  0% | 20% | 13% | -0.1% | 8% | -6% | -2.4% | 7% | 2.6%
29) CCOC(=O)c1c(-c2ccc(C)s2)csc1N
  1% | 11% | -5% | 0.3% | 18% | -14% | -2.0% | 2% | -2.1%
30) COc1ccccc1NC(=O)Cc1nnc(SCC(=O)Nc2ccc(F)cc2F)n1C
  -26% | 7% | -15% | -0.2% | 10% | 4% | 0.9% | 3% | -1.1%

Next structures:
nr	Compound	NOD1 inhibition	MgcRacGAP inhibition	NOD2 inhibition	GPR55 activation	Large T inhibition	KOR beta-arrestin-1	KOR beta-arrestin-2	GPR55 antagonists	HIV peptide binding
31	CC[n+]1c(/C=C/N(C)c2ccccc2)oc2ccccc21	37%	14%	42%	-0.2%	u	-6%	-2.8%	-7%	15%
32	O=C(CSc1n[nH]c(-c2ccccc2)n1)N1CCOCC1	-46%	5%	2%	-0.1%	7%	16%	-4.8%	12%	-1.0%
33	Cc1cc(/C=N/NC(=O)CC2(C)OCCO2)c(C)n1-c1cc(Cl)cc(Cl)c1	-12%	2%	20%	-0.4%	10%	8%	-3.2%	-8%	1.2%
34	C=CCN(C(=O)c1csnn1)C(C(=O)NC1CCCCC1)c1ccc(Cl)cc1 (stereo not drawn)	12%	3%	0%	-0.1%	7%	-18%	3.0%	-7%	2.2%
35	O=C(c1ccc(Br)o1)N1CCN(CCOc2ccccc2)CC1	-26%	4%	12%	0.4%	27%	-12%	-2.5%	1%	-1.0%
36	O=C(COc1cccc2ccccc12)Nc1cc(Cl)ccc1C(=O)O	6%	19%	32%	0.0%	14%	-46%	5.9%	5%	67%
37	COC(=O)C1=C(C)N(c2cccc(Cl)c2)C(=O)C1	-23%	5%	-15%	0.3%	1%	-24%	0.4%	4%	1.8%
38	Cc1cc(C(=O)NCCCN2CCN(C3CCCCC3)CC2)n(-c2ccccc2)n1	10%	5%	-6%	0.3%	2%	-48%	-2.6%	-2%	-2.4%
39	CC1=C(C(=O)OCCc2ccccc2)C(c2ccsc2)NC(=O)N1C (stereo not drawn)	23%	8%	-2%	0.1%	2%	-31%	3.1%	7%	-4.2%
40	NC(=O)c1cccnc1OCC(F)(F)F	-4%	3%	-2%	-0.1%	6%	25%	-0.1%	16%	-0.8%
41	COc1ccc(-n2c(=O)c3ccccc3n(CC(=O)Nc3ccccc3OC)c2=O)cc1	-33%	8%	7%	-0.2%	5%	23%	-5.7%	-9%	2.9%
42	Cc1cccc(OCC(=O)Nc2ccc3c(c2)OCO3)c1C	-39%	6%	-42%	-0.1%	15%	-32%	7.3%	-4%	2.6%
43	CN1C(=O)NC(c2cccc([N+](=O)[O-])c2)C2=C1CC(C)(C)CC2=O (stereo not drawn)	-8%	8%	7%	-0.1%	4%	-21%	-1.7%	1%	1.6%
44	COc1ccc(N2C(=O)CC(N3CCN(S(=O)(=O)c4ccc(Cl)cc4)CC3)C2=O)cc1 (stereo not drawn)	-17%	3%	17%	-0.2%	16%	-13%	-3.9%	18%	0.5%
